Source: PubChem BioAssay (several laboratories)
DAGLB inhibitor = DAGLB lipase inhibitors, primary screen, biochemical, fluorescence, HTS | Diacylglycerol lipase-beta (Homo sapiens), Q8NCG7 | HEK293T DAGLB membrane lysate, EnzChek fluorogenic substrate | inhibition, % at 5.17 µM | 0.059% of 340,000 active; in the data active = inhibition above about 34%;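 note: 0% = enzyme with vehicle and 100% = wells lacking enzyme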
RTF Ca sens inh = cardiac RTF calcium sensitivity inhibitors, primary screen, biochemical, IANBD-TnC fluorescence, EC70 calcium; inhibition, % at 7.15 µM; 0.12% of 340,000 active; IANBD-labeled cardiac RTF, Ca2+ fluorescence; AID 493244, 2011;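 active = inhibition above the mean inhibition of all tested compounds plus 3 SD, cut at about 17% in these data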;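 note: assay run at fixed EC70 calcium of 1.6 mM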
CAL PDZ FP-1 = untagged CAL PDZ binding inhibitors, primary screen, biochemical, fluorescence polarization, HTS; inhibition, % at 24.9 µM; 0.92% of 300,000 active; AID 602252, 2012; purified CAL PDZ, TMR-peptide fluorescence polarization, 1 h;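 active = mean inhibition of at least 30% with at least half of replicates also reaching 30%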;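 note: 0% = DMSO neutral control and 100% = excess unlabeled competitor peptide PRC23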
SR-BI uptake up = activators of SR-BI mediated DiI-HDL uptake, primary screen, ldlA[mSR-BI] CHO cells, DiI fluorescence. 0.096% of 320,000 active. activation, % at 12.5 µM. 3 h; 100 = double the neutral-control signal;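 active = mean replicate activation of at least 60% and every replicate at or above 60%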;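 note: 0% = median plate neutral-control signal and 100% = twice that signal; values of inactives mirror those of a sister screen read the other way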
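Assay system: CHO ldlA[mSR-BI] cells, LDL receptor-null, SR-BI overexpressing; medium: Ham's F12 with 0.5% BSA, HEPES 25 mM, pH 7.4; also added: DiI-HDL 10 µg/mL; timing: 3 h uptake period with compound, 37 °C; signal: DiI fluorescence, bottom read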
RTF Ca sens act = cardiac RTF calcium sensitivity activators, primary screen, biochemical, IANBD-TnC fluorescence, EC20 calcium; Troponin I, cardiac muscle (Homo sapiens) + Troponin T, cardiac muscle (Homo sapiens) + …; IANBD-labeled TnC RTF fluorescence at EC20 calcium; 0% EC20 calcium, 100% full calcium; activation, % at 7.2 µM; 0.24% of 340,000 active; AID 493008, 2010;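 active = activation above the mean over all tested compounds plus 3 SD, cut at about 30% in these data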;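 note: rise in fluorescence read as greater calcium sensitivity of cardiac thin filaments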
LANA DNA inh = inhibitors of KSHV C-LANA binding to DNA, primary screen, biochemical, fluorescence polarization, FAM-LBS DNA, MBP-C-LANA, single point; inhibition, % at 9 µM; Kaposi's sarcoma herpesvirus LANA C-terminal domain (residues 932-1162) DNA binding; 0.078% of 340,000 active;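 active = highest replicate inhibition at or above 60% at 9 µM, even if other replicates fall short; inactive = all replicates below 60% inhibition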;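 note: 0% = neutral control wells and 100% = 4 µM acridine orange control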
CAL PDZ FP-2 = CAL PDZ peptide-binding inhibitors, primary screen, biochemical, fluorescence polarization, Cer-tagged CAL PDZ, HTS. Golgi-associated PDZ and coiled-coil motif-containing protein (Homo sapiens), Q9HD26. purified CAL PDZ, TMR-peptide fluorescence polarization, 1 h. inhibition, % at 20 µM. 0.02% of 330,000 active. AID 504414, 2011;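 active = highest replicate inhibition of at least 40%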;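 note: plate controls were DMSO neutral control wells for no effect and unlabeled competitor peptide control wells for full effect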
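material = purified tagged CAL PDZ domain construct (CerCALP) | compound dosing = 20 µM, one dose | times = 1 h at RT | measured by = fluorescence polarization from S- and P-plane intensities, G-factor corrected | read-out = inhibition from polarization loss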
Rtt109 Vps75 = inhibitors of C. albicans Rtt109/Vps75 HAT, primary screen, biochemical, ThioGlo CoA-SH fluorescence, plate reader; Histone acetyltransferase RTT109 (Candida albicans (strain SC5314 / ATCC MYA-2876)), …; purified Rtt109/Vps75, 4 h; inhibition, % at 34.9 µM; 0.16% of 330,000 active; AID 540336, 2011;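 active = inhibition of at least 50% in every replicate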
Target sequence (Q5AAJ8 whole entry, looked up): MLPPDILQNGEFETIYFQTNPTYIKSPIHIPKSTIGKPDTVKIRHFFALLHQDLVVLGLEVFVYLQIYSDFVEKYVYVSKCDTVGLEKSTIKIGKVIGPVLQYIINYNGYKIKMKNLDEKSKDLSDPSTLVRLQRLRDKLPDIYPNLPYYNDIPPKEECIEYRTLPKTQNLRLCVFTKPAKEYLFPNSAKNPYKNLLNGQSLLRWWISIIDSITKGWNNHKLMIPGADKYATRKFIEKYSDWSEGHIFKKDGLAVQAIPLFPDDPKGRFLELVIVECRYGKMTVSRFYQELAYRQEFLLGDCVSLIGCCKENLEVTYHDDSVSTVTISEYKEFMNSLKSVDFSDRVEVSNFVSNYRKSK
PKA-R2B activ = activators of PKA-R2B holoenzyme, primary screen, biochemical, fluorescence polarization, Cy5-IP20, human; PKA-R2B holoenzyme dissociation; R2B truncated from residue 108, S112A mutant; 0% DMSO only, 100% 113 µM cGMP; AID 504700, 2011; 0.079% of 340,000 active; activation, % at 11.4 µM;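 active = activation above a cutoff set at the mean over all compounds plus 3 SD, cut at about 18% in these data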;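 note: higher means more holoenzyme dissociation and a rise in polarization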
Keap1 Nrf2 FP = Keap1-Nrf2 protein-protein interaction inhibitors, primary screen, biochemical, fluorescence polarization, single point. Kelch-like ECH-associated protein 1 (Homo sapiens), Q14145. AID 504523, 2011. inhibition, % at 9.4 µM. 0.15% of 340,000 active. Keap1 Kelch-Nrf2 peptide fluorescence polarization, 1536-well; in the data active = inhibition above about 12%;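 note: human Keap1 Kelch domain with fluorescein labeled Nrf2 9mer peptide probe; 0% = neutral control wells and 100% = peptide positive control; higher means more block of Keap1 binding to Nrf2 peptide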
Target sequence (Q14145 whole entry, looked up, the tested form may be a part): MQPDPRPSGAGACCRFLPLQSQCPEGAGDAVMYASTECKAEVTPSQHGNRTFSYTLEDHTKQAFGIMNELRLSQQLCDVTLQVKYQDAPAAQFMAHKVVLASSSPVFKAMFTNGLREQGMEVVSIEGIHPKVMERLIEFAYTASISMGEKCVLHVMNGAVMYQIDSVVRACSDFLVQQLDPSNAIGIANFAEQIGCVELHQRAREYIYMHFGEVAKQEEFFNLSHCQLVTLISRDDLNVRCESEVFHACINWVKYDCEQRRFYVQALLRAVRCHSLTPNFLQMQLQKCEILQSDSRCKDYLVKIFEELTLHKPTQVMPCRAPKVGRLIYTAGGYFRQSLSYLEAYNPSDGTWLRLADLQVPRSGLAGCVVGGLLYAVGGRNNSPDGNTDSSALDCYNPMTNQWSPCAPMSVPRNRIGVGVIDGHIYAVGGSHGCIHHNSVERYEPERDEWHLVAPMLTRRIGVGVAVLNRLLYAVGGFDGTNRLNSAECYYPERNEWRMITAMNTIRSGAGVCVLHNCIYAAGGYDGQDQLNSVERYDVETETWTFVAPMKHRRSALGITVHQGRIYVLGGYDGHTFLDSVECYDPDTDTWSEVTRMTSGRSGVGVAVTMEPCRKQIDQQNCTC
The depositor's hits bear a star; · = not tested or not shown. Rows are unselected, and some 1.6% of all compounds hit somewhere here.

SMILES	DAGLB inhibitor	RTF Ca sens inh	CAL PDZ FP-1	SR-BI uptake up	RTF Ca sens act	LANA DNA inh	CAL PDZ FP-2	Rtt109 Vps75	PKA-R2B activ	Keap1 Nrf2 FP
CSc1ccccc1NC(=O)CN(C)C(C)C(=O)NC(=O)NC1CCCCC1 (stereo not drawn)	-3	-16	-3	-6	-7	1.0	-0.7	18	1	0
CC(C)(C)c1csc(NC(=O)c2cccs2)n1	-5	-5	-4	10	0	-1.3	-1.8	-1	-5	-6
CN(C)C(CNC(=O)CSC(=S)N1CCCC1)c1ccccc1 (stereo not drawn)	-1	-6	4	3	0	-1.8	0.9	10	-3	-4
O=C(c1ccc(F)cc1)N1C2CCC1CC(O)(c1ccc(F)cc1)C2 (stereo not drawn)	-2	-3	-3	18	1	0.4	-0.6	-10	-8	-5
COCCNC(=O)C(c1ccc(Cl)cc1)N(C(=O)Cn1nnc2ccccc21)c1cccnc1 (stereo not drawn)	-1	-4	-1	11	9	-1.4	-0.6	1	0	-4
Cc1ccc2[nH]c3ccccc3c(=O)c2c1	-1	-7	-7	5	2	0.7	·	10	0	-5
O=C1C=C(c2ccccc2C(F)(F)F)C[C@@H](c2ccc3c(c2)OCO3)C1	-10	10	-2	-6	-8	-0.1	-1.2	7	-2	0
CCOC(=O)N1CCN(C(=O)CN(Cc2ccc(Cl)cc2)S(=O)(=O)c2ccc(C)cc2)CC1	0	1	·	2	8	0.4	-2.1	-1	9	-7
Nc1nc2ccccc2n1CCOc1ccc(F)cc1	1	1	-2	35	-1	0.1	-0.4	1	9	-3
COc1ccc(Cn2c(=O)[nH]c3cc(C(=O)NCCCN4CCCCC4)ccc3c2=O)cc1	1	-3	-3	1	3	-1.6	-1.5	7	6	-1
Cc1ccccc1-c1nnn(CC(=O)N2CCN(C(=O)c3ccco3)CC2)n1	2	-7	-2	-24	-3	1.3	-1.3	0	-5	2
Cc1cc(=O)[nH]c(SCC(=O)N2CCC(C(N)=O)CC2)n1	0	-1	-2	-4	-1	1.2	-1.8	-1	-18	0
C=CCn1c(SCC(=O)NCC2CCCO2)nc2sc(C)c(C)c2c1=O (stereo not drawn)	-2	0	-1	18	-1	-0.7	-2.9	-4	-12	-3
CCOc1cc(CNCCCN2CCOCC2)ccc1OCC(=O)NC(C)(C)C	-1	-14	-1	16	8	-1.4	-0.2	3	-3	-4
CCOC(=O)c1cc(-c2ccc(N3CCOCC3)cc2)nn1-c1ccc(F)cc1F	-4	-18	-4	-23	13	-1.9	0.4	-1	-9	-4
O=C(Cc1ccc(Br)cc1)OCC(=O)N1CCOCC1	1	2	-5	-12	9	0.5	-0.3	-11	-3	-2
COc1cc(Cl)ccc1OCc1cc(C(=O)N2CCC(N(C)C)C2)no1 (stereo not drawn)	-1	5	-4	-7	-1	0.5	-1.2	4	-12	-6
CC(C)(CO)NCc1cccs1	0	7	9	-6	1	-0.5	-1.8	-3	-13	-1
COC(=O)C1=C(C)N(Cc2ccccc2)C(=O)N[C@H]1CCc1ccccc1	-2	9	0	40	2	1.5	-0.9	0	6	-2
CCO[C@H]1OC(C(=O)N2CCN(C)CC2)=C[C@@H](c2csc3ccccc23)[C@@H]1CCCO	2	8	-4	29	4	-1.7	0.7	-3	-10	-4

Three compounds from above, arranged by their value in RTF Ca sens act, largest number first.
SMILES	DAGLB inhibitor	RTF Ca sens inh	CAL PDZ FP-1	SR-BI uptake up	RTF Ca sens act	LANA DNA inh	CAL PDZ FP-2	Rtt109 Vps75	PKA-R2B activ	Keap1 Nrf2 FP
Cc1ccc2[nH]c3ccccc3c(=O)c2c1	-1	-7	-7	5	2	0.7	·	10	0	-5
CC(C)(CO)NCc1cccs1	0	7	9	-6	1	-0.5	-1.8	-3	-13	-1
Cc1cc(=O)[nH]c(SCC(=O)N2CCC(C(N)=O)CC2)n1	0	-1	-2	-4	-1	1.2	-1.8	-1	-18	0

(list continues)
SMILES	DAGLB inhibitor	RTF Ca sens inh	CAL PDZ FP-1	SR-BI uptake up	RTF Ca sens act	LANA DNA inh	CAL PDZ FP-2	Rtt109 Vps75	PKA-R2B activ	Keap1 Nrf2 FP
O=C(CCS(=O)(=O)c1ccccc1)NNC(=O)COc1ccc(F)cc1	2	-2	-2	17	0	-5.1	-0.6	1	7	-1
Cc1cc(C)nc(SCC(=O)N/N=C\C(Br)=C\c2ccccc2)n1	0	4	-5	27	0	0.3	5.1	1	-23	-9
CC(=O)OCC(=O)[C@H]1CC[C@H]2[C@@H]3CC=C4C[C@@H](O)CC[C@]4(C)[C@H]3CC[C@]12C	1	-2	0	5	2	-3.7	-0.9	-3	3	-3
CC(C)=CC(=O)N1CCCC(N2CCN(c3ccc(F)cc3)CC2)C1 (stereo not drawn)	-1	-2	-1	-2	0	-1.2	-0.2	23	2	1
COc1cc(-c2ccc3oc(-c4ccsc4)cc(=O)c3c2)cc(OC)c1OC	-1	-3	-5	-73	-1	0.4	-8.5	-2	-3	-7
CC1CCC(NC(=O)c2cccc(S(=O)(=O)N3CCN(c4ccc(F)cc4)CC3)c2)CC1 (stereo not drawn)	0	-3	-2	-33	4	0.4	-1.7	6	7	-2
CCOC(=O)C1CCN(C(=O)c2sccc2Cl)CC1	0	-5	-4	24	4	1.9	0.2	6	-10	-3
CNC(=S)N/N=C/c1c(C)nn(-c2cccc(Cl)c2)c1Cl	-2	-8	4	-57	3	2.6	-0.1	-8	8	-3
COc1ccc(/C=N/NC(=O)c2ccc(NS(=O)(=O)c3cccs3)cc2)cc1	-1	-12	·	-33	3	-0.3	-0.7	10	2	0
CCOC(=O)Cn1c(CN2CCN(C(c3ccccc3)c3ccccc3)CC2)nc2c1c(=O)n(C)c(=O)n2C	-3	-2	·	-18	-1	0.1	-1.5	6	-6	-1
COCCn1c(C(C)C)nc2ccccc21	1	-8	22	-23	1	1.6	-0.3	-2	2	0
COc1ccc(-c2ncncc2-c2ccc(Cl)cc2)c(O)c1	0	-5	-5	·	2	-1.0	-3.5	-2	-5	1
CCCn1nnc(NC(=O)Cc2ccccc2)n1	-4	-10	-4	·	6	0.4	-1.2	-18	3	-1
CCN1C/C(=C/c2sccc2C)c2nc3ccccc3c(C(=O)O)c2C1	-1	-2	5	12	0	4.2	-0.1	19	-4	-4
O=C(COc1ccc(Cl)cc1Br)Nc1cccc(S(=O)(=O)N2CCCC2)c1	-3	-3	-3	-7	2	0.5	-1.0	3	8	-5
CN(CC(=O)Nc1ccc(F)cc1)C(=O)COc1ccc([N+](=O)[O-])cc1Cl	0	-2	-10	3	-1	0.2	-0.3	·	-4	-4
Cc1ccc[n+](C(C)C(=O)Nc2ccc(C)c([N+](=O)[O-])c2)c1 (stereo not drawn)	2	-6	-8	13	8	0.6	·	-6	5	8
Cc1cc(-c2onc(C)c2C(N)=O)no1	-5	7	-4	15	5	-0.5	-1.4	-1	-2	1
CC(C)N1CCN(C(=O)c2cccc(Cl)c2)CC1	4	-6	-3	-2	0	-2.0	11	-4	-4	2
CCOc1cc(/C=C2\SC(=S)N(C(C(=O)O)c3ccccc3)C2=O)ccc1O (stereo not drawn)	11	-17	-17	8	9	-51	-3.3	30	-2	-29
CSc1cccc(NC(=O)Cn2cnc(S(=O)(=O)N3CCCC3)c2)c1	2	-17	1	4	5	0.4	-0.2	-3	5	0
CCn1c(CCNC(=O)c2ccc(F)cc2)nc2ccccc21	1	-2	0	4	2	-0.7	-0.7	-10	-6	2
CN1CCC(Oc2ccccc2Sc2ccccc2)CC1	2	-16	-5	41	-2	-1.1	-1.3	-7	-1	-1
Cc1c(C(=O)Nc2cc(F)cc(F)c2)cnn1-c1ccccc1	-5	1	-1	-43	-5	8.7	-0.8	7	2	-1
CC(C)(C)OC(=O)N1CCC(C(=O)Nc2cccc(C(=O)NCCCc3ccccc3)c2)CC1	-1	-5	-8	-62	1	1.4	-1.4	-4	-7	-7
Cn1c(=O)c2[nH]c(COc3ccc(C(C)(C)C)cc3)nc2n(C)c1=O	0	-3	-4	·	-4	0.8	-3.4	1	-2	-4
CCSc1ccccc1C(=O)N1CCN(Cc2ccc3c(c2)OCO3)CC1	-2	0	0	13	4	-1.6	-0.8	5	-8	0
COc1ccc(CNc2ccc(Br)cc2)cc1	-2	-5	-13	1	3	1.3	-1.5	-14	1	0
N#Cc1c(N)nc2c3c(sc(=N)c2c1N)NC(=O)CC3c1c(F)cccc1Cl (stereo not drawn)	5	-7	-6	-33	14	-0.7	0.8	0	-3	1
Clc1ccc(N2CCN(c3ccnc(Cl)n3)CC2)cc1	0	8	4	-10	-9	-1.6	-0.1	-2	8	2
CN(Cc1ccccc1)C1(CNC(=O)CCC(F)(F)F)Cc2ccccc2C1	-5	-11	3	-6	5	0.3	-3.1	-3	-5	-2
CC(=O)c1ccc(NC(=O)CSc2nnc(C3CC3)n2C2CC2)cc1	-2	2	1	-12	-2	-1.5	-0.6	-1	-7	-8
Cc1nn(-c2ccccc2)c(N2CCCC2)c1/C=N/O	1	-4	0	24	3	-0.8	0.8	-3	0	-2
CCCc1cc(=O)oc2c(CN3CCN(C)CC3)c(O)ccc12	3	-10	-12	9	6	-0.9	0.9	3	-1	0
CCc1nnc(SCCSc2nnc(CC)n2N)n1N	-2	9	0	-4	3	-1.8	-1.1	·	3	-4
CC1CN(C(C)C)C(C)CC1OC(=O)c1ccccc1 (stereo not drawn)	-4	-10	-4	4	-2	-3.8	1.1	19	-4	-3
C[C@H](NC(=O)Nc1ccccc1F)C(=O)O	1	-22	-3	36	8	0.8	-2.0	2	1	-4
COc1ccccc1CNC(=O)C1CCC(CNS(=O)(=O)c2ccccc2)CC1 (stereo not drawn)	-3	-3	9	-16	7	-1.4	-1.2	-3	-10	-2
O=C(O)CCC(=O)Nc1ccc(/C=C/C(=O)C2CC2)cc1	2	-7	3	2	1	4.4	0.8	0	2	7

Some values from above.
`CCc1nnc(SCCSc2nnc(CC)n2N)n1N` in DAGLB inhibitor → -2
`CC1CN(C(C)C)C(C)CC1OC(=O)c1ccccc1` (stereo not drawn) in DAGLB inhibitor → -4
`Cc1nn(-c2ccccc2)c(N2CCCC2)c1/C=N/O` in PKA-R2B activ → 0
